High-throughput results (PubChem)
CAL PDZ FP: CAL PDZ (human) peptide binding inhibition | inhibition, % at 24.9 µM | hit rate 0.92% among 300,000 | AID 602252 | purified CAL PDZ, TMR-peptide fluorescence polarization, 1 h | Q9HD26;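 active means mean inhibition of at least 30% with at least half of replicates also reaching 30%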;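 further: 0% = DMSO neutral control and 100% = excess unlabeled competitor peptide PRC23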
LANA DNA inh: inhibitors of KSHV LANA C-terminal domain DNA binding. MBP-C-LANA/FAM-LBS DNA binding, fluorescence polarization. inhibition, % at 9 µM. hit rate 0.078% among 340,000. AID 504423;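 active means highest replicate inhibition at or above 60% at 9 µM, even if other replicates fall short; inactive means all replicates below 60% inhibition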;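 further: 0% = neutral control wells and 100% = 4 µM acridine orange control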
MOR-DOR inv ag: inverse agonists of human mu-delta opioid receptor heterodimerization; AID 504357; hit rate 0.21% among 340,000; P35372+P41143; inhibition, % at 9.3 µM; cell-based MOR-DOR heterodimer luminescence, inverse agonism; in the data active means inhibition above about 22%, passing the limit was not always enough;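 further: 0% = cells with DMSO and 100% = wells without cells with DMSO; values of inactives mirror those of a sister screen read the other way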
Target sequence (P35372 whole entry, looked up): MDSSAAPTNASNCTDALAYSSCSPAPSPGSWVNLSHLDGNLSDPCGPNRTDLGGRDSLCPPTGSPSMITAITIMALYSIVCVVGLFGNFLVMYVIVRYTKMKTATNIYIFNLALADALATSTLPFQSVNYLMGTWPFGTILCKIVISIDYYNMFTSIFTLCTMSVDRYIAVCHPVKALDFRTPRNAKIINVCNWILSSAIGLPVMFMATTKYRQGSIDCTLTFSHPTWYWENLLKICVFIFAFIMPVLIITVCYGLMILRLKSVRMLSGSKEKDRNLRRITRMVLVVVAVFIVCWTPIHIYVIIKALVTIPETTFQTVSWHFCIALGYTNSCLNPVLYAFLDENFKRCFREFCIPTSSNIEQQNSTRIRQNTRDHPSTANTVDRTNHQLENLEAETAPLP
Target sequence (P41143 whole entry, looked up): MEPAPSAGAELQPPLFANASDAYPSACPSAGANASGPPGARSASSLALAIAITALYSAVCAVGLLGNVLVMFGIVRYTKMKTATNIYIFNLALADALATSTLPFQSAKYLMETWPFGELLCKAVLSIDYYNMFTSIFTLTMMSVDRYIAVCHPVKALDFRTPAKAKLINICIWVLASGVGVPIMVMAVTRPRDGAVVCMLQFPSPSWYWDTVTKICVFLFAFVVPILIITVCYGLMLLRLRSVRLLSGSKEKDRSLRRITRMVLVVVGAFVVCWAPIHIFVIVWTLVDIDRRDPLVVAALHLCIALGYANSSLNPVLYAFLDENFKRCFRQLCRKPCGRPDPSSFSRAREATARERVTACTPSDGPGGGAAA
HTR5A inv ag: inverse agonist of human HTR5A in OPRM1-OPRD1 counter-screen; P47898; HTR5A cell line, luminescence, inverse agonism; inhibition, % at 9.3 µM; hit rate 0.083% among 340,000; AID 504634; in the data active means inhibition mostly above about 23%, no sharp cut-off; inactive means mostly below about 18%;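 further: 0% = cells with DMSO and 100% = no-cell wells with DMSO; some compounds called inactive have numbers as strong as hits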
cardiac RTF act: cardiac RTF calcium sensitization; IANBD-labeled TnC RTF fluorescence at EC20 calcium; 0% EC20 calcium, 100% full calcium; activation, % at 7.2 µM; hit rate 0.24% among 340,000;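 active means activation above the mean over all tested compounds plus 3 SD, cut at about 30% in these data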;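 further: rise in fluorescence read as greater calcium sensitivity of cardiac thin filaments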
V-ATPase pHluor: yeast V-ATPase proton transport regulation by pHLuorin | S. cerevisiae, pHLuorin cytosolic pH fluorescence | hit rate 0.37% among 350,000 | response, % at 10 µM; in the data active means response mostly above about 7.3%, no sharp cut-off; inactive means mostly below about 5.4%; further: actives read high; inactives centre near 0; some compounds called inactive have numbers as strong as hits; reference of the scale not given here
HTR5A ag ctr: HTR5A agonism, opioid heterodimer counter-screen | HTR5A agonist assay, luminescence, cell-based | activation, % at 9.3 µM | hit rate 0.61% among 340,000; in the data active means activation mostly above about 9.5%, no sharp cut-off; inactive means mostly below about 7.6%;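 further: 0% = cells with vehicle only and 100% = reference agonist; strong numbers were not always called active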
OPRM1-OPRD1 ag: agonists of human mu-delta opioid receptor heterodimerization; P35372+P41143; cells, OPRM1-OPRD1 heterodimerization, luminescence; activation, % at 9.3 µM; hit rate 0.3% among 340,000; AID 504326; in the data active means activation above about 18%;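 further: 0% = vehicle-treated cells and 100% = reference agonist; values of inactives mirror those of a sister screen read the other way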
Keap1 Nrf2 FP: disrupts human Keap1 binding to Nrf2 peptide; Q14145; AID 504523; Keap1 Kelch-Nrf2 peptide fluorescence polarization, 1536-well; inhibition, % at 9.4 µM; hit rate 0.15% among 340,000; in the data active means inhibition above about 12%;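 further: human Keap1 Kelch domain with fluorescein labeled Nrf2 9mer peptide probe; 0% = neutral control wells and 100% = peptide positive control; higher means more block of Keap1 binding to Nrf2 peptide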
RTF Ca sens inh: cardiac RTF calcium desensitization. hit rate 0.12% among 340,000. inhibition, % at 7.15 µM. AID 493244. IANBD-labeled cardiac RTF, Ca2+ fluorescence. P19429+P45379;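 active means inhibition above the mean inhibition of all tested compounds plus 3 SD, cut at about 17% in these data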;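 further: assay run at fixed EC70 calcium of 1.6 mM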
An asterisk follows results filed as active; . = no result given. The order is random; any-hit rate near 2.8%.

[1] COc1ccc(NC(=O)c2cn(C)c(=O)c3cc(OC)c(OC)cc23)cc1OC
[2] COc1ccc(NC(=O)c2sc3nc(-c4cccnc4)ccc3c2N)cc1OC
[3] COCCOC(=O)c1c(C)oc2ccc(OCc3cc(C(=O)OC)oc3C)cc12
[4] CCOC(=O)C(C)Oc1cccc2c(=O)n(CC(=O)NCc3ccco3)ccc12 (configuration not stated)
[5] CC(=O)Nc1cccc(OCc2ccc(F)cc2)c1
[6] CS(=O)(=O)Cc1ccc(C(=O)N2CCN(C(=O)c3cccs3)CC2)cc1

screen / no.	1	2	3	4	5	6
CAL PDZ FP	-2	1	-4	-4	2	-1
LANA DNA inh	-0.8	-0.1	2.7	0.9	-0.2	1.4
MOR-DOR inv ag	-8	4	4	5	1	17
HTR5A inv ag	-9	-27	11	-5	-3	-30
cardiac RTF act	-3	4	4	3	-4	-4
V-ATPase pHluor	4	-15	-1	-1	-1	-1
HTR5A ag ctr	3	-1	3	4	1	12
OPRM1-OPRD1 ag	1.7	-0.7	-0.9	-0.8	-0.2	-4.3
Keap1 Nrf2 FP	3	-6	-2	-3	6	2
RTF Ca sens inh	-1	-26	-3	4	11	-4

[7] COc1ccc(S(=O)(=O)N(C)C[C@H]2Oc3c(NS(=O)(=O)c4ccc(F)cc4)cccc3C(=O)N([C@H](C)CO)C[C@@H]2C)cc1
[8] COc1ccc(C2=NOC(C(=O)NCc3cccs3)C2)cc1 (configuration not stated)
[9] C=CCNC(=S)NNC(=O)C(CCCC)CC(C)O (configuration not stated)
[10] O=C(NC1C/C(=N/O)c2cc3c(cc21)OCO3)C(F)(F)F (configuration not stated)
[11] CCOc1cc(C(=O)CCC(=O)OCC(=O)N2c3ccccc3NC(=O)C2(C)C)ccc1O
[12] Cc1cc(C)c(Cc2c(C)nc3c(C(=O)NCc4ccco4)cnn3c2C)c(C)c1

screen / no.	7	8	9	10	11	12
CAL PDZ FP	-1	0	-3	3	-3	-4
LANA DNA inh	0.6	2.1	0.6	-0.6	-1.8	1.7
MOR-DOR inv ag	7	12	8	8	2	-17
HTR5A inv ag	17	4	17	-14	-3	20
cardiac RTF act	5	2	-4	-8	0	1
V-ATPase pHluor	-1	-1	0	3	-6	0
HTR5A ag ctr	-4	4	1	5	1	11
OPRM1-OPRD1 ag	-1.4	-2.3	-1.7	-1.5	-0.4	3.2
Keap1 Nrf2 FP	-4	4	-5	3	0	1
RTF Ca sens inh	-7	-4	-3	6	-1	-10

[13] COC(=O)C1C2CCCCC1C(=O)O2 (configuration not stated)
[14] Cc1cc(C)n2nc(C(=O)OCC(=O)NCc3ccccc3)nc2n1
[15] COc1ccc(/C=C\c2onc(C)c2S(=O)(=O)N2CCC(C(=O)NCc3ccco3)CC2)cc1
[16] CCOC(=O)Cn1nc(C(F)F)c(Br)c1C
[17] Cc1ccc(CS(=O)Cc2ccc(C(=O)NC3CCCCCC3)o2)cc1 (configuration not stated)
[18] C/C(=N\NC(=O)Cc1ccc(Cl)cc1)c1cccc(NC(=O)c2cccnc2)c1

screen / no.	13	14	15	16	17	18
CAL PDZ FP	0	-2	-3	-3	.	-4
LANA DNA inh	-2.4	1.1	2.1	2.1	0.3	-1.7
MOR-DOR inv ag	5	11	1	18	9	14
HTR5A inv ag	5	-18	0	-14	-10	21
cardiac RTF act	-5	0	4	1	-1	-2
V-ATPase pHluor	8	1	0	-1	-2	1
HTR5A ag ctr	-1	7	0	5	-4	2
OPRM1-OPRD1 ag	-1.0	-2.9	-0.3	-3.8	-1.8	-4.3
Keap1 Nrf2 FP	-4	0	-2	6	1	0
RTF Ca sens inh	-8	2	0	-8	-4	-2

[19] O=C(CCC(=O)N/N=C/c1c[nH]c2ccccc12)NCc1ccccc1
[20] Nc1c(NCc2ccccc2F)c(=O)[nH]c(=O)n1Cc1ccccc1
[21] c1ccc2c(Nc3ccc4c(c3)OCCO4)c3c(nc2c1)CCC3
[22] CCOC(=O)c1ccc(NC(=O)C(=O)NCc2ccco2)cc1
[23] Cc1cccc(OCC(=O)N(Cc2ccc(F)cc2)C2CCS(=O)(=O)C2)c1C (configuration not stated)
[24] O=C(c1cc(-c2cccc(Cl)c2)on1)N1CCc2ccccc2C1

screen / no.	19	20	21	22	23	24
CAL PDZ FP	-3	-4	4	0	8	-3
LANA DNA inh	0.1	2.8	-0.6	-0.2	1.0	-0.1
MOR-DOR inv ag	-2	13	-2	11	-16	0
HTR5A inv ag	9	7	17	-13	-2	-31
cardiac RTF act	-1	2	-2	1	-9	5
V-ATPase pHluor	1	10	-3	1	-1	2
HTR5A ag ctr	4	-4	8	3	0	11
OPRM1-OPRD1 ag	0.3	-2.8	0.3	-2.2	3.1	0.0
Keap1 Nrf2 FP	-1	3	4	0	3	4
RTF Ca sens inh	8	-9	8	1	-1	-3

[25] Cc1ccc(CS(=O)(=O)CCC(=O)N2CCOCC2)cc1
[26] C[C@H]1CN([C@@H](C)CO)C(=O)c2cc(NC(=O)NC3CCCCC3)ccc2O[C@H]1CN(C)C(=O)Nc1ccc(C(F)(F)F)cc1
[27] COc1ccc(C(CNc2ncnc3sccc23)N(C)C)cc1OC (configuration not stated)
[28] O=C(O)c1cc2nc(C3CC3)cc(C(F)(F)F)n2n1
[29] Cc1cc2nc3c(nc2cc1C)C1(C(=O)O)CCC3(C)C1(C)C (configuration not stated)
[30] CN1/C(=C\C(=O)c2cncc(Br)c2)C(C)(C)c2ccccc21

screen / no.	25	26	27	28	29	30
CAL PDZ FP	3	-3	.	.	-2	-6
LANA DNA inh	0.3	-3.0	-1.3	0.8	5.0	0.3
MOR-DOR inv ag	10	-27	-154	7	3	-49
HTR5A inv ag	6	-11	0	-15	4	-10
cardiac RTF act	-1	-1	0	1	1	-3
V-ATPase pHluor	-4	5	-3	2	-2	2
HTR5A ag ctr	5	-2	0	5	2	3
OPRM1-OPRD1 ag	-1.7	4.9	20*	-1.4	-0.7	8.6
Keap1 Nrf2 FP	7	-6	-4	-3	7	0
RTF Ca sens inh	-1	4	-2	-10	0	3

[31] COCCN(CCOC)Cc1c(C)[nH]c2c(C)c(C)ccc2c1=O
[32] C=CCn1c(SCC(=O)c2c(N)n(C)c(=O)n(C)c2=O)nnc1-c1ccccc1F
[33] Cc1cc(C)cc(N(CC(=O)Nc2ccccc2C(=O)N2CCOCC2)S(C)(=O)=O)c1
[34] O=C(NC(=S)N1CCCCC1)C12CC3CC(CC(C3)C1)C2
[35] COc1ccc(-c2nnc(SCC(=O)Nc3ncc(C)s3)n2-c2ccccc2)cc1OC
[36] Cc1nn(S(=O)(=O)c2cccc([N+](=O)[O-])c2)c(C)c1Br

screen / no.	31	32	33	34	35	36
CAL PDZ FP	-2	-1	-8	-2	3	.
LANA DNA inh	-0.6	-1.4	-1.8	-1.0	-0.2	-0.9
MOR-DOR inv ag	7	15	-5	-6	5	-22
HTR5A inv ag	8	-2	-21	16	-17	-6
cardiac RTF act	5	3	2	-1	2	-1
V-ATPase pHluor	1	2	-1	5	0	-1
HTR5A ag ctr	-4	1	-3	-6	6	12
OPRM1-OPRD1 ag	-1.2	-2.8	1.1	0.9	-0.8	4.3
Keap1 Nrf2 FP	1	0	3	-6	-3	-2
RTF Ca sens inh	1	2	-6	3	-2	-4

[37] COc1ccc(C)cc1NC(=O)C1CC1c1ccccc1 (configuration not stated)
[38] CCOC(=O)C1=C(C)N(CCO)C(=O)NC1c1cccc(O)c1 (configuration not stated)
[39] Cn1c2ccccc2c(=O)c2cc(C#CC3(O)CCCCC3)ccc21
[40] COc1ccc(C2CC(=O)Oc3c(C(C)C)ccc(C)c32)cc1 (configuration not stated)
[41] CCCC(=O)Nc1nnc(S(=O)(=O)N2CCCCCC2)s1
[42] CCC1CCCCN1S(=O)(=O)c1ccc2[nH]c(=O)ccc2c1 (configuration not stated)

screen / no.	37	38	39	40	41	42
CAL PDZ FP	-2	-2	-2	-3	.	-2
LANA DNA inh	0.6	0.1	-2.7	1.9	0.0	1.4
MOR-DOR inv ag	14	11	6	-24	5	3
HTR5A inv ag	4	6	-5	-3	-20	-10
cardiac RTF act	-7	-3	-4	1	2	-1
V-ATPase pHluor	-1	1	-3	-2	5	0
HTR5A ag ctr	-4	0	-5	1	7	-1
OPRM1-OPRD1 ag	-2.5	-2.6	-1.2	4.9	-1.0	-0.5
Keap1 Nrf2 FP	0	-5	2	4	-7	4
RTF Ca sens inh	-2	-6	3	-2	-4	-3

Part of the list above, bar-delimited:
no. | SMILES | CAL PDZ FP | LANA DNA inh | MOR-DOR inv ag | HTR5A inv ag | cardiac RTF act | V-ATPase pHluor | HTR5A ag ctr | OPRM1-OPRD1 ag | Keap1 Nrf2 FP | RTF Ca sens inh
23 | Cc1cccc(OCC(=O)N(Cc2ccc(F)cc2)C2CCS(=O)(=O)C2)c1C (configuration not stated) | 8 | 1.0 | -16 | -2 | -9 | -1 | 0 | 3.1 | 3 | -1
24 | O=C(c1cc(-c2cccc(Cl)c2)on1)N1CCc2ccccc2C1 | -3 | -0.1 | 0 | -31 | 5 | 2 | 11 | 0.0 | 4 | -3

(listing goes on)
[43] O=[N+]([O-])c1ccccc1O[C@@H]1O[C@H](CO)[C@H](O)[C@H](O)[C@H]1O
[44] C=C(C)CNC(=S)NNC(=O)c1cc(C)oc1C
[45] CCCN(CC(=O)Nc1ccc(NC(C)=O)cc1)CC(=O)Nc1ccc(F)c(F)c1F
[46] COc1ccc(-n2cc3ccc([N+](=O)[O-])cc3n2)cc1
[47] COc1ccc(/C=N/N2C(C)CCCC2C)cc1OC (configuration not stated)
[48] COCCn1nnnc1C(c1cccs1)N1CCN(c2cc(C)ccc2C)CC1 (configuration not stated)
[49] O=C(NCc1ccc2c(c1)OCO2)c1cnc2n(c1=O)CCS2
[50] Cc1cc(C(=O)COc2cccnc2[N+](=O)[O-])c(C)n1-c1ccccc1F

screen / no.	43	44	45	46	47	48	49	50
CAL PDZ FP	.	-3	-4	24	-1	-1	.	19
LANA DNA inh	1.9	0.8	0.4	-0.2	1.2	-0.3	3.4	1.6
MOR-DOR inv ag	11	-3	11	-5	14	-4	5	7
HTR5A inv ag	-24	1	-3	-11	-6	12	-53	-15
cardiac RTF act	3	8	-4	2	3	3	2	-3
V-ATPase pHluor	2	0	3	7	-1	-5	7	-5
HTR5A ag ctr	-4	0	2	3	2	-5	19*	5
OPRM1-OPRD1 ag	-2.1	0.5	-1.8	0.9	-3.0	0.7	-0.9	-1.4
Keap1 Nrf2 FP	-1	-5	-4	-5	-8	-4	-9	3
RTF Ca sens inh	-10	3	7	-6	5	-17	-5	2
